ERp5 block – inhibitors of ERp5-driven insulin aggregation, primary screen, biochemical, turbidity, absorbance 650 nm, single point | 350,000 tested, 0.05% active | inhibition, % at 9.99 µM | Protein disulfide-isomerase A6 (Homo sapiens), Q15084 | 90 min;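 active = mean replicate inhibition above about 25%, with every replicate also reaching it, limit read from the data, passing the limit was not always enough; inconclusive = only one of those two criteria met; inactive = neither criterion met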
Target sequence (Q15084 whole entry, looked up): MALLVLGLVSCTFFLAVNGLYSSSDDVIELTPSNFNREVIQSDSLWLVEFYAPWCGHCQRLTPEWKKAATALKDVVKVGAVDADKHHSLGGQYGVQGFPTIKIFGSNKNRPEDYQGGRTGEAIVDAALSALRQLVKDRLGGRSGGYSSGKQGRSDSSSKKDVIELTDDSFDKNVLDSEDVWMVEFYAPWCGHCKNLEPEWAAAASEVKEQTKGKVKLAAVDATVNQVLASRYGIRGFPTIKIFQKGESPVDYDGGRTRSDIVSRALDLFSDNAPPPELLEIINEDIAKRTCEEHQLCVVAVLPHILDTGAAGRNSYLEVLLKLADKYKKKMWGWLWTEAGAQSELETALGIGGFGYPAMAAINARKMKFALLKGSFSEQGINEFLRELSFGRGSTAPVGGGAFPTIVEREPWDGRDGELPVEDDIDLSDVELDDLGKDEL
EWS-Fli block – EWS/Fli-driven NR0B1 reporter inhibitors, primary screen, A673 cells, NR0B1 luciferase, luminescence, MLPCN library; viability-normalised; inhibition, % at 12.6 µM; AID 651661, 2012; 350,000 tested, 0.67% active;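 active = mean inhibition of at least 50% after viability correction, with every replicate also passing that limit; inconclusive = mean reaches 50% but only one of two replicates passes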;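 also: firefly luciferase signal divided by Alamar Blue viability fluorescence both relative to DMSO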
CFTR F508del cor – F508del CFTR correction, initial screen, CFBE line, single point | CFBE cells, YFP halide quenching; stimulated with forskolin plus potentiator P3; % fluorescence drop versus neutral controls | activity (quench increase), % at 7.58 µM | 350,000 tested, 0.36% active | AID 720511, 2013;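 active = mean added fluorescence quench of at least 8% versus neutral control, with both replicates also reaching 8%; inconclusive = only one of the mean or replicate conditions met; inactive = mean below 8% and not both replicates reaching 8%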;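 also: cells transiently co-express mutant CFTR-F508del with the halide-sensitive YFP; corrector assay measuring rescue of mutant channel to the surface after 24 h compound exposure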
DENV2 CPE rescue – inhibitors of DENV2 cytopathic effect, primary screen, cell-based, plate reader, single concentration; DENV2-infected cells, cytopathic effect rescue; CPE inhibition, % at 9.99 µM; 350,000 tested, 1.7% active; in the data active = CPE inhibition above about 20%, passing the limit was not always enough; inconclusive = no clear call, values can overlap the other calls; tested in BHK-21 cells;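 also: 0% = median of neutral control wells and 100% = median of positive control wells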
XiGFP reactiv – activators of inactive X chromosome reactivation, primary screen, imaging, XiGFP fibroblasts, GFP high-content imaging, set 2. 360,000 tested, 0.055% active. activation, % at 7.58 µM. XiGFP mouse fibroblasts, % GFP-positive cells imaging, 3 d; cells co-treated with 5-aza-dC sensitizer; scaled so ellipticine positive control = 100%;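 active = mean normalized replicate activation at least 10% and every replicate at or above 10%; inconclusive = only one of the two criteria met; inactive = mean below 10% and not all replicates reach 10%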;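 also: 0% = median of on-plate neutral control wells and 100% = ellipticine 6 µM median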
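Assay system: SV40-immortalized XiGFP fibroblast cells, line 68-5-11; buffer or medium: DMEM plus 5-aza-dC sensitizer; compound: one concentration, pinned; timing: compounds 3 days, fix/stain 15 min at room temperature; benchmarks: positive control ellipticine, 6 µM final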
PAX8 inh HTS – inhibitors of PAX8-driven TPO luciferase reporter, primary screen, RMG-I cells, single concentration; SteadyGlo, 24 h; inhibition, % at 12.6 µM; 360,000 tested, 1.2% active; AID 652154, 2013;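 active = mean replicate inhibition at least 60% with every replicate also reaching 60%; inconclusive = only one of the two criteria is met; inactive = mean below 60% and not all replicates reaching 60%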;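 also: luciferase light reporting Pax8 driven TPO promoter activity; plate controls were median of neutral control wells for no effect and mitoxantrone controls for full effect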
GSIS activator – GLuc luminescence reporter in INS-1E cells, primary screen for activators of glucose-dependent secretion of insulin. INS-1E GLuc reporter insulin secretion, 2-3 h. activation, % at 16.6 µM. 370,000 tested, 0.61% active. AID 743287, 2014;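 active = lowest replicate activation of at least 40%, so every replicate reaches that level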;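 also: 0% = median of neutral control wells and 100% = median of IBMX positive control wells; some compounds called inactive have numbers as strong as hits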
ARNT-TACC3 inh – disruptors of ARNT/TACC3 protein interaction, primary screen, biochemical, AlphaScreen, single concentration. 390,000 tested, 0.66% active. inhibition, % at 9.99 µM. Transforming acidic coiled-coil-containing protein 3 (Homo sapiens), Q9Y6A5. AlphaScreen His-ARNT PAS-B/GST-TACC3 binding, luminescence; TACC3 fragment carries E629A point mutation;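 active = mean inhibition of replicates at least 50% and at least half of replicates each reaching 50%; inconclusive = half or more replicates reach 50% but mean below 50%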;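 also: 0% = complete ARNT plus TACC3 wells and 100% = ARNT alone without TACC3; many hits fall short of the cut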
An asterisk follows results filed as active; ? = inconclusive; · = no result given. Not a hit list, and some 4.2% of all compounds hit somewhere here.

SMILES | ERp5 block | EWS-Fli block | CFTR F508del cor | DENV2 CPE rescue | XiGFP reactiv | PAX8 inh HTS | GSIS activator | ARNT-TACC3 inh
Cc1nnc2nc(N)[nH]n2c1=O | 7 | -1 | -1.0 | 0 | 0.0 | 5 | 10 | ·
COC(=O)C1(C(=O)OC)C[C@H](c2ccc(OC)cc2)N(Cc2ccccc2OC)[C@@H]1c1ccccc1 | 3 | -12 | -2.2 | 1 | 0.0 | -10 | 8 | ·
CCCSc1nc2sc3c(c2c(=O)n1CC)CC(C)(C)OC3 | -4 | 6 | -0.1 | · | 0.0 | 8 | -16 | -1
O=C(CSc1cccc[n+]1[O-])Nc1ccc(C(F)(F)F)cc1[N+](=O)[O-] | 3 | 12 | 0.4 | -3 | 0.0 | -1 | -2 | -6
CC(=O)Oc1ccc(/C=N\NC(=O)c2cc3c(ccc4ccccc43)o2)cc1 | 5 | 13 | -0.5 | -4 | 0.0 | · | · | -4
CCCCc1nnc(NC(=O)c2ccc3c(=O)n4c(nc3c2)CCC4)s1 | 2 | 4 | 2.4 | 13 | 4.0 | -14 | 15 | -2
O=C(c1ccco1)N1CCN(Cc2cc(=O)c(OCc3ccc([N+](=O)[O-])cc3)co2)CC1 | 0 | 9 | -3.1 | 1 | 0.0 | 12 | 11 | 1
NC(=O)N(CCC(=O)O)c1ccccc1 | · | · | · | · | 0.3 | 20 | 4 | -7
S=C(NCc1ccccn1)Nc1ccccc1 | -3 | 2 | -2.4 | 7 | 0.1 | -11 | 9 | ·
C[C@@H]1CN([C@@H](C)CO)S(=O)(=O)c2ccc(-c3cccnc3)cc2O[C@@H]1CN(C)CC1CCOCC1 | 1 | 0 | 1.7 | -7 | 0.2 | -16 | 13 | -2
CCOc1ccc(N2CC(O)=C(c3ccccc3)C2=N)cc1 | 2 | 8 | 2.5 | -1 | 0.0 | -6 | 2 | -16
O=C(NC(=S)N1CCCC1)c1ccccc1 | -5 | · | -0.1 | -1 | 0.0 | -26 | 10 | -4
CCCNC(=S)N1CCN(c2nc(C)nc3sc4c(c23)CCCC4)CC1 | 2 | 15 | 3.0 | 5 | 0.0 | 9 | -7 | -10
COc1cc(C)ccc1OCCOCCOc1ccccc1[N+](=O)[O-] | -17 | -24 | · | -7 | -0.1 | -31 | · | -16
CN(C)CC(=O)N1CC2(C1)[C@H](c1ccccc1)[C@@H](CO)N2C(=O)C1CCCCC1 | -2 | -5 | -2.1 | -1 | 0.1 | · | 4 | ·
Cc1cn(Cc2ccccc2Cn2cc(C)c(=O)[nH]c2=O)c(=O)[nH]c1=O | 4 | -9 | 1.5 | -2 | 0.1 | -4 | 5 | 2
CCCc1cc(C(=O)Nc2c(C)n(C)n(-c3ccccc3)c2=O)no1 | -1 | -3 | -2.2 | -10 | -0.1 | 16 | 0 | 13
Cc1ccc(S(=O)(=O)NCC2CCC(C(=O)NCc3ccc4c(c3)OCO4)CC2)cc1 (stereo not drawn) | 6 | 13 | 1.5 | 4 | · | · | 1 | 13
C[C@H]1CN([C@@H](C)CO)C(=O)c2cc(NC(=O)Nc3ccccc3)ccc2O[C@H]1CN(C)CC1CCCCC1 | -1 | 5 | -0.7 | 11 | 0.0 | -3 | 14 | 8
O=C(c1cccnc1)N1CC(=O)N2[C@@H](CO)[C@H](c3ccc(-c4ccc(F)cc4)cc3)[C@@H]2C1 | -3 | 5 | -0.7 | -1 | 0.0 | -16 | -2 | ·
CNC[C@@H]1OCCCC[C@@H](C)Oc2ccc(N(C)C)cc2C(=O)N([C@H](C)CO)C[C@@H]1C | · | 8 | -2.5 | · | -0.5 | -2 | 14 | ·
CN(C)CC(=O)N[C@H]1CC[C@H](CCNC(=O)C2CCCC2)O[C@H]1CO | -7 | -7 | -0.3 | 27* | 0.1 | 3 | 4 | 9
CCNC(=S)NC1CC2CCCC(C1)N2Cc1ccc(C)cc1 (stereo not drawn) | 0 | 2 | 2.9 | 4 | 0.2 | -6 | -1 | -1
Cc1cc(/C=N/O)c(C)n1-c1cccc(Cl)c1 | 5 | 0 | · | -4 | 0.0 | 7 | -3 | -11
C=CC[n+]1c(-c2ccccc2)csc1NC(C)(C)C | 8 | 6 | 1.5 | 10 | 0.0 | 12 | 6 | 26

Next results follow.
SMILES | ERp5 block | EWS-Fli block | CFTR F508del cor | DENV2 CPE rescue | XiGFP reactiv | PAX8 inh HTS | GSIS activator | ARNT-TACC3 inh
O=C(O)c1cccc(Cn2c(Cl)c(/C=N/NC(=O)c3cccc(O)c3)sc2=O)c1 | -4 | 0 | 0.7 | -8 | -0.1 | 15 | -18 | 24
O=C(C[C@H]1C=C[C@@H](NC(=O)NC2CCCCC2)[C@@H](CO)O1)NCc1ccc(F)cc1 | -1 | -4 | -0.4 | -4 | 0.0 | 17 | 7 | -6
COc1cc(-c2cc3nc(NCCc4ccc(S(N)(=O)=O)cc4)ccn3n2)cc(OC)c1OC | 10 | 5 | 3.5 | 2 | -0.1 | 8 | -6 | ·
Cn1c(=O)[nH]c(=O)c2c1nc(Br)n2Cc1cccc(Br)c1 | -2 | 56* | 7.5 | -4 | 0.3 | 73* | 5 | 4
CCOC(=O)C1CC(C)=C(C)CC1C(=O)O (stereo not drawn) | 5 | 4 | 3.4 | 11 | 0.1 | 13 | 3 | -20
CO[C@@H]1CN(C)C(=O)c2ccc(NS(C)(=O)=O)cc2OC[C@H](C)N(CC2CC2)C[C@H]1C | -2 | -4 | -3.7 | 8 | 0.0 | 4 | 6 | 3
C[C@@H]1CN([C@@H](C)CO)C(=O)CCCn2cc(nn2)CO[C@@H]1CN(C)S(=O)(=O)c1cccc(C#N)c1 | -4 | -9 | 1.5 | -1 | 0.3 | -5 | 1 | ·
CO[C@@H]1CN(C)C(=O)c2cc(NS(=O)(=O)c3ccccc3C)ccc2OC[C@@H](C)N(S(=O)(=O)c2ccccc2)C[C@H]1C | 0 | 10 | -3.9 | 6 | 0.3 | · | 6 | -2
Cn1c(SCc2n[nH]c(=S)n2-c2ccccc2)nnc1-c1ccccc1 | -2 | 6 | 2.9 | 2 | 0.1 | -8 | 12 | 13
COc1ccc2c3c(n(C)c2c1)[C@@H](CO)N(C(=O)NC1CCCC1)CC31CCN(C)CC1 | -4 | -5 | -1.9 | -8 | 0.3 | 0 | 19 | ·
CCCC1/C(=N/O)CC(c2ccccc2)NC1c1ccccc1 (stereo not drawn) | 8 | 13 | -0.3 | 6 | 0.0 | 14 | -51 | -6
CC(C)(C)c1cnnn1-c1cccc([N+](=O)[O-])c1 | -4 | 6 | 2.2 | 1 | 0.0 | 1 | 24 | ·
COc1cc(/C=N/NC(=O)c2cccnc2)ccc1OCC(=O)N1CCOCC1 | 8 | -2 | · | -7 | 0.1 | 4 | 6 | -6
OC[C@H]1[C@H](c2ccc(-c3ccccc3)cc2)[C@H]2CN(Cc3cncnc3)CCCCN21 | 4 | -4 | 2.3 | -2 | 0.2 | -19 | 8 | -10
COc1ccc(S(=O)(=O)Nc2ccc3c(c2)C(=O)N([C@@H](C)CO)C[C@H](C)[C@@H](CN(C)Cc2ccc(C(=O)Nc4ccccc4N)cc2)O3)cc1 | 3 | 28 | 1.6 | 2 | 0.0 | · | 10 | -3
COc1ccc2c3c([nH]c2c1)[C@@H](CO)N(C)CC31CCN(S(=O)(=O)c2ccc(C)cc2)CC1 | 5 | -15 | 2.7 | 7 | 0.0 | -4 | 5 | ·
CC(=O)Nc1cccc(NC(=O)CS(=O)(=O)c2cn(CC(=O)N3CCCC3)c3ccccc23)c1 | 2 | -10 | -0.3 | -7 | 0.0 | · | 11 | -5
COc1ccc(N(C(=O)c2cccnc2)S(=O)(=O)c2ccc(F)cc2)cc1 | -2 | -10 | 0.5 | 8 | 1.3 | 6 | -2 | 0
COc1ccc(NCC(O)Cn2cnc3c2c(=O)n(C)c(=O)n3C)cc1 (stereo not drawn) | 3 | -3 | · | -1 | 0.2 | 1 | -7 | 15
CNC[C@@H]1OCCCC[C@@H](C)Oc2ccc(NC(=O)Nc3c(C)noc3C)cc2C(=O)N([C@H](C)CO)C[C@@H]1C | -3 | -1 | -0.5 | -3 | -0.9 | -4 | 7 | -2
COc1ccc2c3c(n(C)c2c1)[C@@H](CO)N(C(=O)Nc1ccc(F)cc1)CC31CCN(C(=O)CN2CCOCC2)CC1 | 0 | -3 | -0.4 | 14 | 0.4 | · | -28 | ·
O=C(O)c1cccc(NC2=C(Cl)C(=O)c3ccccc3C2=O)c1 | 3 | 6 | 0.9 | 10 | 2.1 | -23 | -5 | 16
COCCNC(=O)C1=NOC(Cn2cc(C#N)c(=O)n(C)c2=O)C1 (stereo not drawn) | 0 | 2 | -3.8 | -1 | 0.3 | -17 | 15 | ·
COC(=O)[C@@]1(Cc2ccccc2)N=C(c2ccc(OCCCO)cc2)O[C@H]1c1ccccc1 | -1 | -12 | -1.8 | 10 | · | 9 | · | 4
CN1C(=O)[C@@]2(C3=C(CCCC3=O)OC3=C2C(=O)OC2(CCCCC2)C3)c2ccccc21 | 5 | -8 | -0.6 | -4 | 0.2 | -8 | · | ·

Continuation.
SMILES | ERp5 block | EWS-Fli block | CFTR F508del cor | DENV2 CPE rescue | XiGFP reactiv | PAX8 inh HTS | GSIS activator | ARNT-TACC3 inh
C/C=C/[C@@H](CC(=O)N1Cc2ccccc2C[C@H]1CO)[Si](C)(C)c1ccc(OC)cc1 | 6 | 7 | 3.6 | 39* | · | · | · | 4
Cn1c(=O)c2cc(NC(=O)CC(C)(C)C)ccc2n1-c1ccccc1F | -1 | -12 | 2.2 | 0 | 0.0 | -9 | 0 | ·
Cc1ccc(NC(=O)Cn2cc(C(=O)C3CC3)c3ccccc32)c(C)c1 | 1 | 4 | -0.1 | 0 | 0.1 | -4 | -2 | -5
CCn1c(=S)sc2c(=O)n(CC(=O)Nc3ccccc3OC)c(C)nc21 | -9 | -3 | -3.5 | 11 | 0.1 | -5 | -14 | -1
CN1C(=O)c2cc(NC(=O)c3cnccn3)ccc2OC[C@@H]2O[C@@H](CC(=O)N[C@H]3CCN(Cc4ccccc4)C3)CC[C@H]21 | -1 | 1 | 0.6 | ? | 0.0 | -26 | -2 | -8
CC(C)CCNC(=O)COc1ccc(C(=O)c2ccccc2)cc1 | -7 | -1 | 1.4 | 3 | 0.1 | 7 | -37 | ·
O=C(Nc1nc2ccccc2s1)c1cc(-c2ccco2)nc2ccccc12 | -2 | -6 | · | 3 | 0.7 | 6 | 14 | -8
C[C@H](CO)N1C[C@H](C)[C@H](CN(C)C(=O)Nc2cccc3ccccc23)OCCCC[C@H](C)Oc2ccc(NC(=O)Nc3ccc4c(c3)OCO4)cc2C1=O | -1 | -23 | -0.7 | ? | -0.7 | 25 | 9 | -3
O=C(C[C@@H]1CC[C@@H](NC(=O)Cc2ccccn2)[C@H](CO)O1)NCCc1ccccc1 | 1 | 3 | 3.4 | 2 | -0.4 | · | 26 | 3

Screening results (PubChem BioAssay)
